Screening data as filed in PubChem.
TRPM1 prom inh – inhibitors of MITF-driven TRPM1 promoter in melanoma cells; inhibition, % at 12.5 µM; SK-MEL-5 TRPM1 promoter luciferase, 24 h; AID 488899; 330,000 tested, 0.83% active;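 active = mean inhibition across replicates of 60% or more, whatever share of single replicates reaches that level; inconclusive = some that reach 60%, reason not given; inactive = mean inhibition across replicates below 60%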; note: values of inactives mirror those of a sister screen read the other way
NR2E3 ag-1 – activates human NR2E3 receptor | Q9Y5X4 | CHO-S Gal4-NCOR/VP16-NR2E3 two-hybrid, luciferase | inhibition of corepressor binding, % at 3.98 µM | 360,000 tested, 0.35% active | AID 602229;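 active = inhibition above the mean of all tested compounds plus 3 SD, cut at about 70% in these data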;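 note: 0% = DMSO with NR2E3 transfected cells and 100% = cells lacking NR2E3 construct; higher means lower luciferase signal from less NR2E3 corepressor binding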
Target sequence (Q9Y5X4 whole entry, looked up, the tested form may be a part): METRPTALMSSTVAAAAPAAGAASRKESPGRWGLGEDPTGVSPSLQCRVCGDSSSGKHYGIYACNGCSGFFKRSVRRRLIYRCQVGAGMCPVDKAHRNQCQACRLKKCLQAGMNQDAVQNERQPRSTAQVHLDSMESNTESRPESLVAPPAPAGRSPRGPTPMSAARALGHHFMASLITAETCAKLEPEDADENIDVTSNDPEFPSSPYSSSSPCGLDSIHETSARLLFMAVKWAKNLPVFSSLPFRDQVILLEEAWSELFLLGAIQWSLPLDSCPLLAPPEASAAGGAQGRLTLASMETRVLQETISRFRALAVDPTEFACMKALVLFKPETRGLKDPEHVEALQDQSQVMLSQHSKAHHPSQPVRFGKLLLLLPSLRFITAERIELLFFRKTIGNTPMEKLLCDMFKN
Vif imaging – blocks HIV Vif function | inhibition, % at 7.49 µM | 340,000 tested, 0.35% active | HEK293T cells, Vif self-association by quenched fluorescence, imaging, 24 h | AID 602346; in the data active = inhibition above about 50%, passing the limit was not always enough; inconclusive = no clear call, values can overlap the other calls; inactive = below about 31%; note: some results filed as inactive read as strong as hits
KKLEB tox – CF airway cell cytotoxicity counter-screen. KKLEB CF airway cells viability, ATPlite luminescence, overnight; hits give low values; cells stimulated with P. aeruginosa culture filtrate. activity change (cytotoxicity), % at 5 µM. 360,000 tested, 0.36% active;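 active = corrected activity change at or below -50% at 5 µM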
Shn3 3UTR inh – inhibitors of Schnurri-3 3'UTR reporter in osteoblasts. Clone20 osteoblast Shn3 3'UTR firefly luciferase, 24 h. inhibition, % at 12.5 µM. 360,000 tested, 0.52% active. AID 588674;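 active = mean inhibition of at least 75% with every replicate also reaching 75%; inconclusive = mean inhibition at least 75% but some replicate below; inactive = mean inhibition below 75%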;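 note: 0% = median of neutral control wells and 100% = pilot-screen positive control compound; some compounds past the cut are filed as inactive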
CF NFkB block – blocks PAF-induced NF-kB reporter in cystic fibrosis cells; KKLEB NF-kB-GFP reporter, GFP fluorescence overnight; inhibition, % at 5 µM; 360,000 tested, 0.86% active; AID 588850;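 active = at least 50% inhibition at 5 µM, scaled per plate between neutral and stimulator controls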;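 note: PAF is a Pseudomonas aeruginosa culture filtrate used as stimulus; plate controls were PAF-stimulated DMSO wells for no effect and unstimulated DMSO wells for full effect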
CaV13 FRET inh – Disruptors of the CACNA1D IQ motif to Ca2+-dependent inactivation inhibitor domain association, primary screening, Förster resonance energy transfer in intact living … | 340,000 tested, 0.098% active | inhibition, % at 12.3 µM | AID 743397 | HEK cells, CFP/YFP FRET ICDI-IQ, plate reader, 10 min; percent FRET-ratio fall versus neutral wells;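 active = mean replicate inhibition of at least 30% and at least 1% of replicates passing that level; inconclusive = only one of the two criteria is met; inactive = neither criterion is met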;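 note: 0% = median of the neutral control wells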
PDI turbidity – inhibitors of human protein disulfide isomerase; P07237; PDI insulin aggregation turbidity, A650, 90 min; inhibition, % at 10 µM; 350,000 tested, 0.052% active; AID 588391;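 active = mean inhibition across replicates of 30% or more, whatever share of single replicates reach that level; inconclusive = mean inhibition below 30% while every single replicate reaches 30%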;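 note: absorbance from insulin aggregation driven by PDI reduction with DTT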
Target sequence (P07237 whole entry, looked up): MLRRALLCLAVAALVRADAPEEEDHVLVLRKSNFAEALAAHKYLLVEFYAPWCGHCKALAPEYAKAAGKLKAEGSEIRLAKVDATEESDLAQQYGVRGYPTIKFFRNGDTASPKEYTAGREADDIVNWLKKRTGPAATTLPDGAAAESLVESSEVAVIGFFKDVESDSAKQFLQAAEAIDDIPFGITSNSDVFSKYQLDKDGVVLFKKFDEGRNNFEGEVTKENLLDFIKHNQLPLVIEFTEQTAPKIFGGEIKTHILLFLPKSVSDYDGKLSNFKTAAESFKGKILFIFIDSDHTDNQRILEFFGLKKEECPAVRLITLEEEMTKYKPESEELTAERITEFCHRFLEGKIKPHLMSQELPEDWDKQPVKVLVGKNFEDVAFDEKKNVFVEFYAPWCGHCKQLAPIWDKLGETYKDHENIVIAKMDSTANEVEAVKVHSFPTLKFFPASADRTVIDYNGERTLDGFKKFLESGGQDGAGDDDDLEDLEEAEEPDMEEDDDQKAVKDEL
NR2E3 ag-2 – activates human photoreceptor nuclear receptor NR2E3; Q9Y5X4; GST-NR2E3/biotin-RetCOR TR-FRET, 1536-well; inhibition of corepressor binding, % at 4.78 µM; 320,000 tested, 0.12% active; AID 2300;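 active = percent inhibition above the cutoff of mean plus 3 SD of all tested compounds, set per screening campaign, cut at about 20% in these data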;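 note: 0% = DMSO wells and 100% = biotin wells as full block of FRET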
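Assay system: NR2E3–RetCOR corepressor complex. Quantity: 1.35 nM GST-NR2E3. Buffer or medium: pH 7.5 Tris-based buffer. Reagent: biotinylated RetCOR corepressor at 7 nM final. Schedule: 5 h at 4 °C. Detection: TR-FRET, emission read at 617 and 671 nm. Replicates: one well per compound, singlicate testing.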
Peg3 prom inh – reduces Peg3 promoter-driven luciferase expression in HeLa; HeLa PEG-Prom luciferase reporter, luminescence, overnight; inhibition, % at 20 µM; 360,000 tested, 1.7% active; AID 588405;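 active = inhibition of at least 50% at 20 µM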
HIF-2a inh – HIF-2a inhibition; AID 624352; 360,000 tested, 0.72% active; 786-0 RCC cells HIF-2a reporter, luciferase luminescence, overnight; inhibition, % at 18.8 µM;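 active = inhibition of the luminescence signal of 40% or more relative to plate controls, in a single-dose primary screen at 18.75 µM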
Active calls of the source: *; ? = inconclusive; . = not tested or not shown; & = joins results of further samples.

1. CCOC(=O)c1c(NC(=O)CSc2nnc(C)o2)sc(C)c1C
2. CCOCC(=O)Nc1cccc(OC)c1
3. CCO[C@H]1OC(C(=O)N2CCN(C)CC2)=C[C@@H](c2csc3ccccc23)[C@@H]1CCCO
4. CC1(C)OC(=O)C2=C(C[C@@H](CCC(F)(F)F)O[C@H]2c2ccc(F)cc2)O1
5. Cc1ccc(S(=O)(=O)NN=C2CCN(Cc3ccccc3)CC2)cc1
6. CCOC(=O)CN1C(=O)S/C(=C\c2ccc(-c3ccc(C(=O)O)c(Cl)c3)o2)C1=O
7. COc1ccc(OCC(=O)NNC(=S)NC(=O)C2CCCCC2)cc1
8. O=C(CCN1C(=O)c2ccccc2C1=O)OCn1nnc2ccccc2c1=O

screen / no.	1	2	3	4	5	6	7	8
TRPM1 prom inh	5	-35	3	.	1	-3	17	-2
NR2E3 ag-1	-29	-25	4	3	-40	-10	-29	25
Vif imaging	-1	8	2	.	4	15	0	8
KKLEB tox	-4	-10	-17	-7	-7	13	-19	7
Shn3 3UTR inh	-16	10	-9	-13	-5	-4	-1	-11
CF NFkB block	7	8	8	3	12	8	-13	-13
CaV13 FRET inh	-16	-5	-8	-6	-5	-5	-6	-5
PDI turbidity	-3	-1	5	.	-6	11	?	3
NR2E3 ag-2	2	-1	1	.	2	3	3	-1
Peg3 prom inh	-8	-40	-5	-12	0	2	7	-8
HIF-2a inh	9	-63	5	6	6	-2	17	6

9. CC(C)(C)OC(=O)N1CCC(c2c(C(=O)O)cnn2-c2ccccc2Cl)CC1
10. Cc1ccoc1C(=O)Nc1cccc2ccccc12
11. O=C(CCC(=O)N(CC(=O)NC1CCCC1)Cc1ccccc1)Nc1nccs1
12. CCCCN(C(=O)CCC(=O)Nc1cc(C)on1)C(C(=O)NC1CCCC1)c1ccc(F)cc1 (configuration not stated)
13. CCOc1ccc(CNC(=S)NCc2ccc(OCC)cc2)cc1
14. COc1ccc(CC(=O)OCC(=O)Nc2ccc3[nH]c(=O)[nH]c3c2)cc1OC
15. CC1=C(C(=O)Nc2ccccc2)C(c2cccs2)n2nnnc2N1 (configuration not stated)
16. CC(C)=CCC/C(C)=C/CNC(=O)C[C@H]1C[C@H](C(=O)N2CCCCC2)[C@@]2(CCc3ccccc3)c3[nH]c4cc(CCC(=O)N(C)C)ccc4c3CCN2C1=O

screen / no.	9	10	11	12	13	14	15	16
TRPM1 prom inh	-5	-24	-11	3	-1	.	1	42
NR2E3 ag-1	-28	-20	-13	16	15	-38	4	-2
Vif imaging	4	7	-3	-17	1	6	.	-5
KKLEB tox	14	-10	4	3	-18	-7	-13	-12
Shn3 3UTR inh	21	-40	2	-15	-12	-23	3	12
CF NFkB block	-2	5	-8	0	27	16	7	-6
CaV13 FRET inh	-8	-5	-3	-3	-4	-12	-9	-2
PDI turbidity	-2	-1	-3	0	-10	-2	-2	1
NR2E3 ag-2	3	.	-1	4	0	.	0	.
Peg3 prom inh	16	-139	-1	-5	-19	-1	13	8
HIF-2a inh	-10	-224	3	1	-12	7	-18	1

17. N#C/C(=N\Nc1ccc(Cl)cc1)C(=O)c1ccsc1
18. CCOC(=O)C1=C(C)Nc2ccccc2N=C1NC(=O)C(CC)c1ccccc1 (configuration not stated)
19. CCOC(=O)N1CCN(C(=O)CC(=O)Nc2ccc3nc4n(c(=O)c3c2)CCCCC4)CC1
20. COc1cccc(-c2cc(C(=O)Nc3c(C)n(C)n(-c4ccccc4)c3=O)no2)c1
21. Cn1c(SCC(=O)Nc2ccc3c(c2)OCCO3)nnc1-c1cccnc1
22. O=C(Nc1ccccc1)c1nc[nH]c1C(=O)NCCCCNC(=O)c1[nH]cnc1C(=O)Nc1ccccc1
23. COc1ccc(C2NC(c3ccc(OC)cc3)C(c3ccccc3)C(=O)C2c2ccccc2)cc1 (configuration not stated)
24. CCc1nc(NC(=O)c2sc(C)nc2C)sc1C(=O)OC

screen / no.	17	18	19	20	21	22	23	24
TRPM1 prom inh	-11	-3	-10	2	4	6	9	-42
NR2E3 ag-1	81*	-13	-16	14	-19	0	-32	-22
Vif imaging	-10	8	.	3	-5	-4	-2	-5
KKLEB tox	-28	1	8	2	-1	-13	-14	2
Shn3 3UTR inh	.	18	-22	-2	2	11	20	-1
CF NFkB block	44	4	6	-2	20	54*	18	-1
CaV13 FRET inh	-5	-18	.	-4	-2	-10	-3	-13
PDI turbidity	-4	3	-15	8	-2	-4	3	-9
NR2E3 ag-2	0	-1	2	5	-2	.	-1	1
Peg3 prom inh	-49	7	-1	5	-2	60*	8	-25
HIF-2a inh	-295	16	-6	-5	1	4	8	-26

25. O=c1c(C(c2ccccc2)c2c(O)sc3ccccc3c2=O)c(O)sc2ccccc12
26. Cc1ccc(N(CC(=O)Nc2c(C)n(C)n(-c3ccccc3)c2=O)S(C)(=O)=O)cc1C
27. NS(=O)(=O)c1ccc(CNC(=O)Cc2ccccc2F)cc1
28. O=C1CC(c2ccc(Cl)cc2)CC(=O)C1CS(=O)(=O)c1ccccc1 (configuration not stated)
29. O=C(Oc1ccccc1C(=O)Oc1ccccc1)c1cccnc1
30. COc1ccc(-c2nnc(NC(=O)c3cc(C)on3)s2)cc1
31. Cc1ccc(N/C(SCc2ccccc2C)=C(/C#N)C(=O)NCc2ccco2)cc1C
32. Cn1cc2ccc([N+](=O)[O-])cc2n1

screen / no.	25	26	27	28	29	30	31	32
TRPM1 prom inh	0	5	2	-2	0	-20	2	9
NR2E3 ag-1	-5	-12	-11	-33	-7	-10	-25	-25
Vif imaging	1&-4	-1	-3	1	0	-6	-1	14
KKLEB tox	7	-6	5	2	8	-1	-6	5
Shn3 3UTR inh	3&3	-11	-9	8	1	-24	-20	-9
CF NFkB block	10	3	-18	14	2	2	16	16
CaV13 FRET inh	-6	-1	-3	-6	2	-3	-5	3
PDI turbidity	-3	-2	-1	14	-9	-11	-7	7
NR2E3 ag-2	4	1	2	3	2	0	-2	2
Peg3 prom inh	5	-4	8	6	13	-11	18	30
HIF-2a inh	15	15	-9	11	14	-55	14	17

33. O=C(CN(C(=O)C1CSC(=O)C1)c1ccc(F)cc1)NCc1ccc2c(c1)OCO2 (configuration not stated)
34. CCc1cc(C(=O)c2ccc(OC)cc2)c(N)s1
35. O=C(CCc1nnc(Cc2c[nH]c3ccccc23)o1)NCCC1CCCCO1 (configuration not stated)
36. Cc1ccc2c(c1)C1CN(C)CCC1N2C(=S)Nc1ccc(OC(F)F)cc1 (configuration not stated)
37. Cc1nc2ccc(C(=O)OCC(=O)N(C)c3ccccc3)cc2nc1C
38. CN(C)S(=O)(=O)c1cccc(NC(=O)C2CCCN(C(=O)c3ccc(Cl)cc3)C2)c1 (configuration not stated)
39. COc1ccc(S(=O)(=O)N2CCCCC2c2cc(C(=O)Nc3ccc(OC)cc3C)no2)cc1 (configuration not stated)
40. COc1ccc(-c2nc(-c3ccccc3)ncc2S(C)(=O)=O)cc1

screen / no.	33	34	35	36	37	38	39	40
TRPM1 prom inh	3	0	.	6	2	.	.	16
NR2E3 ag-1	6	-8	-9	27	4	3	-6	-22
Vif imaging	-3	.	-3	-3	4	-9	-2	1
KKLEB tox	-4	10	-10	-1	-4	5	8	-3
Shn3 3UTR inh	2	14	-20	22	-19	35	7	5
CF NFkB block	-11	-15	20	0	12	-14	-16	15
CaV13 FRET inh	-7	-1	-5	3	-6	-9	-4	19
PDI turbidity	3	-3	5	4	6	-8	3	-2
NR2E3 ag-2	0	-4	.	-1	.	.	.	-3
Peg3 prom inh	22	-3	-40	-3	-3	-1	1	10
HIF-2a inh	17	-17	-30	7	3	-11	-6	13

Single records (already shown).
Entry for `O=C(CN(C(=O)C1CSC(=O)C1)c1ccc(F)cc1)NCc1ccc2c(c1)OCO2` (configuration not stated) : TRPM1 prom inh: 3; NR2E3 ag-1: 6; Vif imaging: -3; KKLEB tox: -4; Shn3 3UTR inh: 2; CF NFkB block: -11; CaV13 FRET inh: -7; PDI turbidity: 3; NR2E3 ag-2: 0; Peg3 prom inh: 22; HIF-2a inh: 17
Entry for `O=C(CCc1nnc(Cc2c[nH]c3ccccc23)o1)NCCC1CCCCO1` (configuration not stated) : TRPM1 prom inh: .; NR2E3 ag-1: -9; Vif imaging: -3; KKLEB tox: -10; Shn3 3UTR inh: -20; CF NFkB block: 20; CaV13 FRET inh: -5; PDI turbidity: 5; NR2E3 ag-2: .; Peg3 prom inh: -40; HIF-2a inh: -30

More records:
41. COc1ccc(C(=O)N/C(=C\c2ccc3c(c2)OCO3)C(=O)Nc2cccc(C(=O)O)c2)cc1
42. Cc1nc(NC(=O)CN2CCOCC2)sc1C(=O)N(C)C
43. COC(=O)c1nc[nH]c1C(=O)OC
44. CC1=CC2=NC(=O)/C(=C\c3cccn3CCOc3cccc(C)c3)C(=N)N2O1
45. C#CCN1CCc2onc(-c3ccccc3OC)c2C1=O
46. O=C(O)CC(SCC(=O)Nc1ccc(S(=O)(=O)N2CCCC2)cc1)C(=O)O (configuration not stated)
47. O=C(Cc1ccccc1F)Nc1nc(-c2ccc(F)c(F)c2)cs1
48. Cc1ccc(-n2c(C)nnc2SCC(=O)NC2CCCC2)cc1
49. N#C/C(=C\c1ccc(OC(=O)c2ccc(Cl)s2)cc1)c1nc2ccccc2[nH]1
50. O=C(CN(Cc1ccco1)C(=O)CNS(=O)(=O)c1ccc(F)cc1)NCCc1ccccc1
51. Cc1ccccc1NC(=O)CCNS(=O)(=O)c1ccc2[nH]c(=O)oc2c1

screen / no.	41	42	43	44	45	46	47	48	49	50	51
TRPM1 prom inh	8	0	-11	-20	.	-3	-84	1	-66	-6	-3
NR2E3 ag-1	-15	9	-13	-24	-3	29	-77	-21	-22	-14	-9
Vif imaging	?	-3	-7	-22	-7	3	-10	6	12	-1	10
KKLEB tox	-6	9	3	-1	4	3	8	5	8	-1	0
Shn3 3UTR inh	-9	-13	-6	-5	12	-3	-24	-2	-52	4	-27
CF NFkB block	0	-21	-2	-6	-1	-16	-24	-10	-36	6	7
CaV13 FRET inh	10	-10	-19	-5	-5	-6	-2	-3	-6	-6	-17
PDI turbidity	8	1	1	-3	.	-5	11	-28	9	-7	3
NR2E3 ag-2	-1	1	-3	1	.	1	3	0	-1	2	3
Peg3 prom inh	13	12	-1	17	2	-1	-115	-3	-145	13	6
HIF-2a inh	7	11	22	12	7	16	-255	16	-48	22	12
